Bioassay records from PubChem.
STAT3 inh – STAT3 signaling inhibition; U3A cells, IL-6 STAT3-luciferase reporter, luminescence; host cell line lacks STAT1; actives 0.89% (n = 190,000); inhibition, % at 5.5 µM;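 active means inhibition above the mean inhibition across all screened compounds plus 3 SD, cut at about 44% in these data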;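 further: 0% = DMSO only wells and 100% = 100 µM nifuroxazide control wells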
TNAP act hiacc – activators of human TNAP at high phosphate acceptor concentration; P05186; purified TNAP, CDP-star luminescence, 1 M DEA, 30 min; stronger effect = higher value; 0 = EDTA background, 1 = DMSO-only activity; activation factor at 20 µM; 200,000 tested, under 10 active;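 active means activation factor at least 2 at 20 µM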
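Test system – human TNAP · Doses – 20 µM single point · Incubation – 30 min, room temperature · Signal – luminescent substrate turnover signal · Read-out basis – activation factor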
STAT1 inh – inhibitors of IFN-gamma induced STAT1 signaling; NIH 3T3 STAT1-luciferase reporter, luminescence; AID 920; inhibition, % at 5.5 µM; actives 0.35% (n = 200,000);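 active means inhibition above a set limit, the mean inhibition across all tested compounds plus 3 SD, cut at about 34% in these data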;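 further: 0% = IFN-gamma with DMSO and 100% = IFN-gamma with 300 µM nifuroxazide; values of inactives mirror those of a sister screen read the other way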
PPARg SRC1 recr – agonists of human PPARgamma SRC-1 coactivator recruitment. P37231. PPARgamma-SRC-1 coactivator recruitment biochemical assay. activation, % at 8 µM. actives 0.41% (n = 200,000). AID 631; in the data active means activation above about 19%;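 further: 0% = DMSO and 100% = reference agonist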
Target sequence (P37231 whole entry, looked up): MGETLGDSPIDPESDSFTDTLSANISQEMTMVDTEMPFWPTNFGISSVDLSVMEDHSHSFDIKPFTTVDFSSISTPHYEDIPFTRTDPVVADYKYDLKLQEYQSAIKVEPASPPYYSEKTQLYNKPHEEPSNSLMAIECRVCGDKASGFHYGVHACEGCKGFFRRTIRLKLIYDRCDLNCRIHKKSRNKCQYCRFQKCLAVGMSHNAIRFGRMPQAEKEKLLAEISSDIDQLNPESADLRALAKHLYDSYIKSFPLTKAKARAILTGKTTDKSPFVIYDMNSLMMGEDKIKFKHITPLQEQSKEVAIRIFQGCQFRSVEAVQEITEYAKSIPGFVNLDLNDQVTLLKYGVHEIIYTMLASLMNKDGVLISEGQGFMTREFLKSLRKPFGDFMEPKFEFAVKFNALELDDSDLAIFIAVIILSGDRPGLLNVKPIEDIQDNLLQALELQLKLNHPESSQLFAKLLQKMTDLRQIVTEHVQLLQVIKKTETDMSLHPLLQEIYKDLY
bIAP inh – intestinal alkaline phosphatase (bovine) inhibition; purified bovine IAP, CDP-star luminescence, 30 min; inhibition, % at 20 µM; 190,000 tested, under 10 active;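 active means over 50% inhibition of intestinal alkaline phosphatase at 20 µM in the single-dose screen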
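System: Purified bovine intestinal alkaline phosphatase (IAP) enzyme | Input: IAP diluted 1/65,000,000 in the well | Also added: CDP-star chemiluminescent phosphatase substrate, 30 µM final | Dosing: 20 µM single dose | Times: Enzyme reaction for 30 min at room temperature | Detection: Luminescence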
STAT3 activator – STAT3 signaling activation; actives 0.91% (n = 190,000); U3A cells, IL-6 STAT3-luciferase reporter, luminescence; 100% = signal with IL-6 EC80 alone; activation (% of control), % at 5.6 µM;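 active means activation above the screen-wide mean of compound activation plus 3 SD, cut at about 130% in these data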;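 further: 0% = background luminescence of wells with medium and substrate only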
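Material: STAT3-luciferase reporter U3A cells. Controls: IL-6-treated wells, 100% activation. Read-out: % activation versus median of IL-6-stimulated wells. Probe or stimulus: IL-6 stimulus at 33 ng/mL final. Timing: compound 1 h, then IL-6 6 h at 37 °C. Signal: reporter luminescence signal.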
PPARg SRC-3 ag – promotes SRC-3 coactivator recruitment by human PPARgamma. P37231. biochemical PPARgamma/SRC-3 coactivator recruitment assay. activation, % at 8 µM. actives 0.26% (n = 200,000). AID 731; in the data active means activation above about 23%;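 further: 0% = DMSO and 100% = reference agonist; some compounds past the cut are filed as inactive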
bIAP activator – increases bovine intestinal alkaline phosphatase activity; purified bovine IAP, CDP-star luminescence, 30 min; stronger effect = higher value; fold of DMSO-control signal, blank-subtracted; activation factor at 20 µM; actives 0.17% (n = 200,000);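 active means activation factor of 2 or more at 20 µM, a signal rise over negative controls twice the positive control's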
SRC2 TRFRET art – counter-screen for PPARgamma SRC-2 recruitment agonists: TR-FRET artefact. actives 0.4% (n = 200,000). stronger effect = higher value. TR-FRET ratio at 8 µM; in the data active means TR-FRET ratio above about 2000; further: inactives centre near 1500
PPARg SRC-2 ag – PPARgamma-driven SRC-2 recruitment agonism; AID 1032; activation, % at 8 µM; PPARgamma LBD-SRC-2 recruitment, biochemical; actives 0.34% (n = 200,000); in the data active means activation above about 22%;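 further: 0% = vehicle and 100% = reference agonist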
ROMK mod – modulators of human ROMK potassium channel | Tet-inducible ROMK, thallium flux fluorescence; actives lie on both sides | B-score at 10 µM | actives 2% (n = 130,000) | AID 1918 | P48048;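 active means signal ratio slope over the read window, or its plate-corrected B-score, at least 3 SD from the plate mean, either direction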;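 further: B-score of the F/F0 ratio slope over 7 to 12 s after thallium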
Target sequence (P48048 whole entry, looked up): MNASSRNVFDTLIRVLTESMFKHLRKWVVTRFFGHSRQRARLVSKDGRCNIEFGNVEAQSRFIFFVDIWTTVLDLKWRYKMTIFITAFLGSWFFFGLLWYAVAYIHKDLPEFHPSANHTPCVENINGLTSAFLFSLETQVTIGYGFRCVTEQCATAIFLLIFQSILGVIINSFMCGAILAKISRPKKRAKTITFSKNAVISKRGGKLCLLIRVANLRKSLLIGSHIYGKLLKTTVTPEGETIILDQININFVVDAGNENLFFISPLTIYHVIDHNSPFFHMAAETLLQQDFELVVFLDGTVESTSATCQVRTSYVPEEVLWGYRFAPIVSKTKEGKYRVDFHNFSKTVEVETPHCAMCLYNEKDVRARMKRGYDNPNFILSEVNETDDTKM
Active calls of the source: *; x = not tested or not shown.

SMILES	STAT3 inh	TNAP act hiacc	STAT1 inh	PPARg SRC1 recr	bIAP inh	STAT3 activator	PPARg SRC-3 ag	bIAP activator	SRC2 TRFRET art	PPARg SRC-2 ag	ROMK mod
COc1ccc(C(=O)NC(=S)NCc2cccnc2)cc1OC	-4	1	14	-1	17	104	0	0.8	1631	3	0.0086
C/C(=N\NS(=O)(=O)c1ccccc1)c1cccc(NC(=O)c2cccc(Cl)c2)c1	11	1	2	6	-6	89	7	1.1	1634	12	x
CC(C)CNS(=O)(=O)c1ccc(CCC(=O)N2CCN(Cc3ccccc3)CC2)cc1	14	1	2	1	-4	93	-6	1	1693	4	x
CCn1c(-c2nonc2NC(=O)c2ccccc2)nc2ccccc21	18	1.1	0	1	4	89	-5	1	1585	3	0.64
CN(C)CC/C=C1/c2ccccc2Sc2c(O)cc(Cl)cc21	3	1	0	8	8	101	-12	0.9	1569	11	-0.94
CCN1C=C(Cc2ccc(F)cc2)C2=C(C1)C(c1ccc(F)cc1)C(C#N)=C(N)O2 (centres undefined)	-4	1	3	1	6	101	11	0.9	1230	3	-0.48
Cn1c(=O)c2ccccc2n(Cc2ccccc2F)c1=O	13	1.1	14	-2	x	91	0	0.4	1484	7	x
O=C(COC(=O)C1CCN(/C=C/C(=O)C(F)(F)F)CC1)Nc1cccc(F)c1	14	1	0	2	-6	94	3	1.1	1688	10	-0.0071
CCN(CC(=O)Nc1c(F)cccc1F)C(=O)COc1ccc2c(C)cc(=O)oc2c1	20	1	6	3	-8	85	-4	1.1	1473	-6	1.2
Cc1cc(C)nc(NC(=O)C(c2ccccc2)c2ccccc2)c1	4	1	2	-5	2	95	-3	1	1510	2	-0.79
CCOC(=O)C1=C(C)OC(N)=C(C#N)C1c1cc2c(cc1[N+](=O)[O-])OCO2 (centres undefined)	18	0.9	15	11	2	89	6	1	1707	6	-0.77
CCCc1cc(=O)[nH]c(SCC(=O)Nc2cc(C)on2)n1	5	1	0	-3	3	103	-2	1	1566	-4	1.1
COc1ccc(-c2ncccc2OC(=O)C23CC4CC(CC(C4)C2)C3)cc1	-8	1.1	9	2	1	102	-4	1	1520	0	x
OCCN(Cc1ccccc1)CC(O)COc1ccc(-c2ccccc2)cc1 (centres undefined)	2	1.2	-11	3	7	104	7	0.9	1644	12	0.38
CN(C)S(=O)(=O)c1cccc(NC(=S)N/N=C/C(=O)c2ccccc2)c1	8	0.8	-2	0	-9	94	2	1.1	1540	-1	0.0084
CC1(c2ccccc2)NC(=O)N(CCN2C(=O)c3ccccc3C2=O)C1=O (centres undefined)	1	1.1	3	4	5	104	-4	1	1652	3	x
Cc1ccc2cccc(SCC(=O)N3CCOCC3)c2n1	2	1	0	-11	9	101	-3	0.9	1431	3	x
O=C(Nc1ccc(N2CCOCC2)c(Cl)c1)c1cc2ccccc2o1	6	1.1	-74	-5	19	98	2	0.8	1321	-3	-0.29
Cn1cccc1CC(=O)NNC(=S)NC(=O)c1ccccc1Br	-10	1	-17	4	-38	110	4	1.4	1473	-1	0.11
Cn1c(Cc2ccccc2)nnc1SCC(=O)Nc1ccccc1N1CCOCC1	11	1	4	0	5	94	10	0.9	1440	-2	x
O=C(Nc1ccc(F)cc1F)N1CCCC(c2nc(-c3ccc(F)cc3)no2)C1 (centres undefined)	14	1.1	2	2	1	93	10	1	1514	7	-0.021
O=C(Cc1ccc([N+](=O)[O-])cc1)NCc1ccncc1	-2	1	-3	6	-8	104	5	1.1	1648	5	-0.71
C=CCn1c(SCC(=O)Nc2ccccc2C)nnc1-c1ccncc1	5	1	-1	4	2	101	-6	1	1609	0	-0.014
CC(CCc1ccccc1)NC(=O)C(=O)NCCc1ccccc1 (centres undefined)	7	1	1	9	-14	95	7	1.1	1468	0	0.41
COc1ccccc1N=CC=C1OC(C)(C)C(C)(C)O1	-6	1.1	-11	-4	-9	107	2	1.1	1565	-8	x
CCN1CCN(c2ncc(C(=O)Nc3cc(Cl)c(OC)cc3OC)c3ccccc23)CC1	-7	1	3	2	-4	103	-6	1	1544	6	-0.77
COC(=O)Nc1nnc(COc2cccc(C)c2)s1	8	1.1	3	7	7	96	4	0.9	1629	6	0.22
CC1=NOC(=O)/C1=C\c1ccc(-c2cc(Cl)ccc2Cl)o1	-12	1	-7	6	24	115	9	0.8	1454	13	-3.7*
COC(=O)CSc1nc2c(c(-c3ccco3)c1C#N)CCCC2	13	1	18	1	-11	90	5	1.1	1719	21	-1
Cc1ccccc1-n1c(O)c(/C=N/N2CCCCC2c2cccnc2)c(=O)[nH]c1=O (centres undefined)	4	1	2	1	-40	99	-1	1.4	1554	-4	x

Reprinted at random: 2 entries already listed, in no set order.
SMILES	STAT3 inh	TNAP act hiacc	STAT1 inh	PPARg SRC1 recr	bIAP inh	STAT3 activator	PPARg SRC-3 ag	bIAP activator	SRC2 TRFRET art	PPARg SRC-2 ag	ROMK mod
O=C(Nc1ccc(F)cc1F)N1CCCC(c2nc(-c3ccc(F)cc3)no2)C1 (centres undefined)	14	1.1	2	2	1	93	10	1	1514	7	-0.021
CC(CCc1ccccc1)NC(=O)C(=O)NCCc1ccccc1 (centres undefined)	7	1	1	9	-14	95	7	1.1	1468	0	0.41

(list continues)
SMILES	STAT3 inh	TNAP act hiacc	STAT1 inh	PPARg SRC1 recr	bIAP inh	STAT3 activator	PPARg SRC-3 ag	bIAP activator	SRC2 TRFRET art	PPARg SRC-2 ag	ROMK mod
COc1ccc(C(=O)NCCSCc2ccccc2C)cc1	12	1	3	-3	19	95	-1	0.8	1428	1	-0.61
O=C(C1CC12CCCC2)N1CCC(CO)(Cc2ccccc2Cl)CC1 (centres undefined)	-1	1	-7	-5	19	106	0	0.8	1458	0	-2.6
CCn1c(COc2cc(C)cc(C)c2)nnc1SCC(=O)N1CCN(c2ccccc2)CC1	6	1.1	0	0	3	99	6	1	1528	6	0.2
COc1ccc(C2CC(c3ccccc3)=NN2C(=S)Nc2ccccc2)cc1 (centres undefined)	14	1	-5	14	-2	95	14	1	2014*	22	0.54
O=C(CCCn1c(=O)c2sccc2n(Cc2ccc(F)cc2)c1=O)NCc1ccco1	0	1	-11	-1	7	103	-6	0.9	1402	-4	x
CCC(=O)NC(=S)NNC(=O)c1ccccc1[N+](=O)[O-]	3	1	-4	3	-29	103	0	1.3	1574	-4	0.056
O=C(NCc1ccc2c(c1)OCO2)c1ccc(CN2CCc3ccccc3C2)cc1	23	1.1	-4	3	-11	83	6	1.1	1407	-4	x
Cc1occc1C(=O)NNC(=O)c1ccc(F)cc1	10	1	-11	-3	-1	98	4	1	1308	-6	0.21
COCCCn1c(=N)c(C(=O)NCC2CCCO2)cc2c(=O)n3cccc(C)c3nc21 (centres undefined)	-2	1	3	-2	16	101	0	0.8	1579	0	x
Cc1onc(-c2c(Cl)cccc2Cl)c1C(=O)Nc1ccc2c(c1)OCCO2	9	1	-2	0	-2	97	0	1	1713	6	x
CCCCCC(C)n1[nH]c(=O)c2c(C)cc(C)nc21 (centres undefined)	8	1.1	0	0	-3	101	8	1	1396	-1	x
CCC(C(=O)NC(C)(C)C)N(C(=O)Cn1nnc(-c2ccccc2F)n1)c1cnc2ccccc2c1 (centres undefined)	6	1	-4	6	-10	101	2	1.1	1697	6	0.55
CC(C)CC(=O)NC(NC(=S)Nc1sc2c(c1C#N)CCCC2)C(Cl)(Cl)Cl (centres undefined)	25	0.9	5	-3	46	88	6	0.5	1736	-1	x
CCOC(=O)C1C(C#N)=C(N)OC(C)=C1c1ccncc1 (centres undefined)	2	1.1	22	-7	8	99	1	0.9	1396	-8	x
COc1ccc(N2CCCn3c2nc2c3c(=O)n(Cc3ccccc3)c(=O)n2C)c(OC)c1	9	1	10	0	1	99	1	1	1398	-7	0.22
N#CCN1CCN(CC(=O)Nc2ccc(OCc3ccccc3)cc2)CC1	15	1	5	-1	-4	90	6	1	1645	12	x
O=P(O)(O)c1ccccc1OCCCCCOc1ccccc1P(=O)(O)O	1	0.9	-4	0	28	104	-2	0.7	1557	-13	x
CN(C(=O)COC(=O)CNC(=O)CNC(=O)c1ccc(Cl)cc1Cl)c1ccccc1	-3	1	10	4	-6	108	3	1.1	1454	-2	-0.94
Brc1ccc(C2=Nn3c(nnc3-c3cccnc3)SC2)s1	7	1	-5	5	9	99	-8	0.9	1568	1	x
NNC(=O)c1ccc(N2CCc3ccccc32)c([N+](=O)[O-])c1	6	0.9	1	-2	16	97	-1	0.8	1462	10	-0.69
COc1cc(C2CC(=O)NC3=C2C(=O)CC(C)(C)C3)ccc1O (centres undefined)	-2	1	3	1	7	103	8	0.9	1430	6	x
O=C(NC1CCCCC1)c1ccc(CNc2nc(=S)[nH]c3ccccc23)cc1	-2	1	3	-5	-2	104	2	1	1342	-1	-0.27
CCOC(=O)N1CCC(NC(=O)CN2C(=O)CCSc3ccccc32)CC1	0	1	2	-10	6	100	-4	0.9	1380	-4	x
COc1ccc(S(=O)(=O)Oc2ccc3c(c2)O/C(=C\c2cccnc2)C3=O)cc1	14	1	3	-2	8	94	-8	0.9	1325	-1	-0.1
COc1cc(C(=O)NNC2=CC(=O)CC(C)(C)C2)cc(OC)c1OC	5	1	-2	9	6	99	0	0.9	1640	11	x
COc1ccc(NC(=O)c2cc(SC)ccc2Cl)cc1	13	1	-11	-4	3	93	2	1	1444	-5	x
CC1(C)CNC(=O)C=C(c2ccccc2)C1	3	1.1	6	-6	5	98	2	0.9	1500	0	0.17
Cc1ncn(-c2ccc(C(=O)Oc3ccccc3)cn2)n1	16	1.1	-4	0	0	92	-2	1	1536	10	0.71
CS(=O)(=O)Nc1ccc2c(c1)nc1n2CCOC1	2	1	3	-2	22	104	-3	0.8	1422	-1	0.43
CCOc1ccccc1OCCCOc1ccc([N+](=O)[O-])cc1Cl	11	1	2	5	-12	96	2	1.1	1585	2	x
CC(=O)Nc1ccc(S(=O)(=O)N2CCN(CC(=O)NC3CCCC3)CC2)cc1	2	1.1	-2	2	2	103	2	1	1434	-5	0.069
Cc1cc(C)c2cc(CN(CC3CCCO3)C(=O)NC3CCCCC3)c(=O)[nH]c2c1 (centres undefined)	-4	x	4	4	x	105	-10	x	1359	13	x
O=C(COc1ccc(Br)cc1)N1CCCCCC1	13	1	-3	-1	11	95	1	0.9	1384	2	-0.42
O=C(Nc1ccc(Cl)cc1)Nc1ccc(N2CCOCC2)cc1	2	1	0	4	2	101	-10	1	1529	9	-0.023
CCS(=O)(=O)N1CCN(c2ccc([N+](=O)[O-])c(N3CCOCC3)c2)CC1	3	0.8	-9	7	-7	101	7	1.1	1850	6	0.0032

Look-ups from the entries so far.
O=C(COc1ccc(Br)cc1)N1CCCCCC1 @ PPARg SRC1 recr: -1
O=C(Nc1ccc(Cl)cc1)Nc1ccc(N2CCOCC2)cc1 @ SRC2 TRFRET art: 1529
CCS(=O)(=O)N1CCN(c2ccc([N+](=O)[O-])c(N3CCOCC3)c2)CC1 @ TNAP act hiacc: 0.8
CC(=O)Nc1ccc(S(=O)(=O)N2CCN(CC(=O)NC3CCCC3)CC2)cc1 @ bIAP activator: 1
